CHOP inhibitor: blocks CHOP induction under ER stress; CHO-K1 CHOP-promoter luciferase, tunicamycin-induced, 15-18 h; inhibition, % at 10 µM; hit rate 3.8% among 220,000; AID 2732;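 active = compounds that reduced the stress-induced luciferase reporter signal by more than about 70% of percent inhibition, limit read from the data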;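 note: 0% = tunicamycin plus vehicle and 100% = wells without tunicamycin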
FXIa inh 1536: factor XIa (human) inhibition. hit rate 0.14% among 220,000. purified FXIa, Boc-Glu-Ala-Arg-AMC fluorogenic substrate. inhibition, % at 5 µM. AID 798;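 active = inhibition of at least 40%; inactive = inhibition below 40%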;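 note: fluorescence of freed AMC excited at 355 nm; 0% = enzyme without compound and 100% = no enzyme blank; many of its hits are not listed in these tables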
PPC-1+TRAIL kill: kills PPC-1 cancer cells in the presence of TRAIL; PPC-1 cells + TRAIL, ATPLite viability luminescence; cell killing (% activity), % at 4 µM; hit rate 0.41% among 220,000;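 active = cell killing above 50% in the first pass at 4 µM, then a duplicate retest at 5 µM averaging 50% or more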;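 note: plate controls were cells with TRAIL plus DMSO for no effect and medium-only wells lacking cells for full effect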
Tb hexokinase: blocks Trypanosoma brucei hexokinase 1 activity. AID 1430. recombinant TbHK1, G6PDH-coupled NADH A340. inhibition, % at 10 µM. hit rate 0.11% among 220,000;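 active = inhibition of 50% or more in the single-dose primary screen; inactive = inhibition below 50%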
Wee1 degr inh: inhibitors of human Wee1 degradation | HeLa Luc-Wee1K328M stability, luciferase luminescence; 100% = proteasome inhibitor MG132 effect | reporter increase, % at 5 µM | hit rate 1.2% among 220,000;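 active = activation above the mean of all tested compounds plus 3 SD, set per screening run, cut at about 8.8% in these data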;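 note: cells exposed to compound for 20 h before luminescence read; 0% = DMSO alone and 100% = MG132 at 30 µM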
PGE2 EP2 inh: inhibitors of human EP2 prostaglandin E2 receptor; P43116; C6 glioma cells expressing human EP2, cAMP TR-FRET; cells stimulated with saturating PGE2; inhibition, % at 25 µM; hit rate 0.52% among 260,000;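 active = percent inhibition above 40 after rounding to a whole number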;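 note: rat C6 glioma host cells with rolipram phosphodiesterase inhibitor present; the protocol text gives 20 µM as final concentration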
Target sequence (P43116 whole entry, looked up): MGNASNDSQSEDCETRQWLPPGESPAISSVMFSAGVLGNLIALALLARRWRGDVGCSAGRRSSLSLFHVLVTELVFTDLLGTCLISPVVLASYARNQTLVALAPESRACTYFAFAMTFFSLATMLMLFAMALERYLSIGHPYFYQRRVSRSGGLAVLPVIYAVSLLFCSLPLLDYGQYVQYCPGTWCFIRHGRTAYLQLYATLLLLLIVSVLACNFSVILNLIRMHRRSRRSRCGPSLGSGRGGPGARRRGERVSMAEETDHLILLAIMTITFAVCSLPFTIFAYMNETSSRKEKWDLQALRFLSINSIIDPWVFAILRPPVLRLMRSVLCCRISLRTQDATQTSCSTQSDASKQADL
TNF necrop inh: inhibitors of TNF-alpha induced necroptosis in Jurkat FADD-/- cells; Jurkat FADD-/- TNF necroptosis rescue, ATP luminescence, 24 h; 0 = TNF only, 100 = no-TNF cells; AID 463075; hit rate 0.068% among 220,000; activation (protection from cell death), % at 10 µM;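 active = activation, meaning protection from cell death, of at least 50% relative to plate controls; inactive = activation below 50%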;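 note: necroptosis triggered by 40 ng/mL TNF-alpha added together with compound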
L929 necroptosis: L929 zVAD cell death inhibition | L929 zVAD necroptosis rescue, ATP luminescence, 24 h; with zVAD 60 µM | hit rate 0.38% among 220,000 | viability rescue, % at 10 µM;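 active = activation, scaled between plate controls, above about 75%, limit read from the data; inactive = activation under that limit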;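 note: 0% = zVAD with DMSO and 100% = DMSO alone without zVAD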
FXIIa inh: inhibitors of human coagulation factor XIIa. P00748. purified FXIIa, Boc-QGR-AMC fluorogenic substrate, 2 h. hit rate 0.3% among 220,000. inhibition, % at 5 µM; in the data active = inhibition above about 40%;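 note: 0% = enzyme with no compound and 100% = blank without enzyme; many of its hits are not listed in these tables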
Target sequence (P00748 20-372 limits assumed): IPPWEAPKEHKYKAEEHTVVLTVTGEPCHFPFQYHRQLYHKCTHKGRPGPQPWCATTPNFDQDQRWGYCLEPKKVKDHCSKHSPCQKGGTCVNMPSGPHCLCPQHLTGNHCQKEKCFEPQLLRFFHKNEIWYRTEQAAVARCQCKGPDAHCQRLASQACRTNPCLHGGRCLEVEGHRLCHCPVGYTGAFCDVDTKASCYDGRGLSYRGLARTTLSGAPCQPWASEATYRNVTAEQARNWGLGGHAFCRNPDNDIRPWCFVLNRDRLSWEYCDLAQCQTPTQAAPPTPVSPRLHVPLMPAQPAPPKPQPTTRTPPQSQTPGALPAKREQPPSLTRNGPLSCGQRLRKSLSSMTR
Target sequence (P00748 373-615 limits assumed): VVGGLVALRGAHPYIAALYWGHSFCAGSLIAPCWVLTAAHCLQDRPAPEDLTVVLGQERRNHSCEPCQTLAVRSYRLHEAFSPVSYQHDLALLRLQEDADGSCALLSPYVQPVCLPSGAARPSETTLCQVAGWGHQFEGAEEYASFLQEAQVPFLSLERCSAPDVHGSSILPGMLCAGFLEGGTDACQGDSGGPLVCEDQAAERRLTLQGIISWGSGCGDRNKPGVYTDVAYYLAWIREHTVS
Numbers without * were called inactive; nt = no result given; & = joins results of further samples. Some of the compounds tested (hit frequency here may not be typical).

SMILES	CHOP inhibitor	FXIa inh 1536	PPC-1+TRAIL kill	Tb hexokinase	Wee1 degr inh	PGE2 EP2 inh	TNF necrop inh	L929 necroptosis	FXIIa inh
S=C(NCCCn1ccnc1)Nc1cccc(Cl)c1	-1	2	15	-8	2	5	-1.1	0.3	10
Cc1nc2ccc([N+](=O)[O-])cc2s1	6	0	-9	-5	0	5	0.1	1.4	10
CC(OC(=O)c1ccc(F)cc1)C(=O)Nc1nc(-c2cccc([N+](=O)[O-])c2)cs1 (stereo not given)	15	-1	8	5	3	6	0.2	1.3	6
c1ccc(Cc2cc[n+](Cc3ccccc3)cc2)cc1	19	-3	18	2	0	5	0.4	-0.6	7
CCOC(=O)n1c(=O)oc2cc(S(=O)(=O)N3CCCCC3)ccc21	38	7	8	-3	0	11	0.5	0.2	8
CCCCn1cc(SCC(=O)O)c2ccccc21	10	-2	6	4	1	12	-1.5	0.8	-7
COC(=O)c1ccc(NS(=O)(=O)c2ccc(OC)cc2)cc1	19	-9	6	1	4	4	3.5	-0.6	-4
O=C(O)CCN1CCOCC1	-17	1	13	4	-2	11	-1.8	0.3	12
CCOC(=O)N1CCC(NS(=O)(=O)c2ccc(NC(C)=O)c(Cl)c2)CC1	8	-2	10	-14	0	10	-6.6	-0.3	4
CCOc1ccc(S(=O)(=O)Nc2cccc(C)c2)c2cccnc12	-11	-5	13	1	-3	6	-0.3	-0.1	4
CCC(OC(=O)c1cc2sccc2n1C)C(=O)NCC1CCCO1 (stereo not given)	16	-4	6	-4	-2	nt	-4.2	0.3	-6
Fc1cccc(-n2c(-c3ccco3)nc3nc4ccccc4nc32)c1	-6	-3	-2	-3	1	8	-0.5	0.8	3
Cc1c(NC(=O)CSc2ccc(Cl)cc2)c(=O)n(-c2ccccc2)n1C	6	2	18	3	-1	1	1.2	0.4	6
COc1ccc(-c2csc(NC(=O)COC(=O)c3ccc(Br)o3)n2)cc1	24	-5	-8	19	0	8	3.1	-0.2	-3
Nc1ccc(NS(=O)(=O)c2ccccc2)cc1	19	-1	5	-5	-3	3	1.6	0.6	6
O=C(CCN1C(=O)c2ccccc2C1=O)N1CCN(C2c3ccccc3-c3ccccc32)CC1	61	6	15	-2	3	20	-3.1	0.0	3
CCN(CC)c1ccc(NC(=O)COC(=O)COc2ccccc2[N+](=O)[O-])cc1	17	-2	0	-7	0	8	0.0	0.3	0
COC(=O)c1cc(C)[nH]c2c(C)cc3nc4ccccc4c3c12	36	-6	4	-1	-3	28	-4.5	10	6
CC(C)CNS(=O)(=O)c1ccc(OCC(=O)NCc2ccco2)cc1	16	10	-11	1	1	7	0.9	0.3	12
Cn1cc(-c2nnnn2-c2ccccc2)c(=O)c2ccccc21	-7	0	-2	-2	-2	6	-1.9	0.3	18
O=C(C1CCCO1)N1CCN(C(=S)Nc2ccc(Cl)cc2)CC1 (stereo not given)	15	10	14	-2	0	8	2.0	0.3	12
Cc1ccc(-c2cc(-c3ccccc3)c(C#N)c(Br)n2)cc1	29	6	-2	-8	1	12	1.2	-0.5	10
Cc1ccc(N(C(=O)NC2CCCCC2)C2=NCCCCC2)cc1	1	7	18	0	-2	7	0.0	1.0	7
O=C(O)CC1SC(=O)N(Cc2ccccc2)C1=O (stereo not given)	9	0	14	1	-5	7	-0.3	-0.2	-1
CC1CCc2sc(NC(=O)C3CC(Cl)=CCC3C(=O)O)c(C#N)c2C1 (stereo not given)	-10	4	0	4	2	4	0.0	-0.3	10

As a working copy, part of the list above.
SMILES	CHOP inhibitor	FXIa inh 1536	PPC-1+TRAIL kill	Tb hexokinase	Wee1 degr inh	PGE2 EP2 inh	TNF necrop inh	L929 necroptosis	FXIIa inh
S=C(NCCCn1ccnc1)Nc1cccc(Cl)c1	-1	2	15	-8	2	5	-1.1	0.3	10
Cc1nc2ccc([N+](=O)[O-])cc2s1	6	0	-9	-5	0	5	0.1	1.4	10
CC(OC(=O)c1ccc(F)cc1)C(=O)Nc1nc(-c2cccc([N+](=O)[O-])c2)cs1 (stereo not given)	15	-1	8	5	3	6	0.2	1.3	6

Results in Tb hexokinase and TNF necrop inh (six entries from above):
mol | Tb hexokinase | TNF necrop inh
S=C(NCCCn1ccnc1)Nc1cccc(Cl)c1 | -8 | -1.1
Cc1nc2ccc([N+](=O)[O-])cc2s1 | -5 | 0.1
CC(OC(=O)c1ccc(F)cc1)C(=O)Nc1nc(-c2cccc([N+](=O)[O-])c2)cs1 (stereo not given) | 5 | 0.2
c1ccc(Cc2cc[n+](Cc3ccccc3)cc2)cc1 | 2 | 0.4
CCOC(=O)n1c(=O)oc2cc(S(=O)(=O)N3CCCCC3)ccc21 | -3 | 0.5
CCCCn1cc(SCC(=O)O)c2ccccc21 | 4 | -1.5

Full records, quoted from the list:
Profile of `CCOC(=O)n1c(=O)oc2cc(S(=O)(=O)N3CCCCC3)ccc21` → CHOP inhibitor: 38; FXIa inh 1536: 7; PPC-1+TRAIL kill: 8; Tb hexokinase: -3; Wee1 degr inh: 0; PGE2 EP2 inh: 11; TNF necrop inh: 0.5; L929 necroptosis: 0.2; FXIIa inh: 8
Profile of `O=C(O)CCN1CCOCC1` → CHOP inhibitor: -17; FXIa inh 1536: 1; PPC-1+TRAIL kill: 13; Tb hexokinase: 4; Wee1 degr inh: -2; PGE2 EP2 inh: 11; TNF necrop inh: -1.8; L929 necroptosis: 0.3; FXIIa inh: 12

Continuation.
SMILES	CHOP inhibitor	FXIa inh 1536	PPC-1+TRAIL kill	Tb hexokinase	Wee1 degr inh	PGE2 EP2 inh	TNF necrop inh	L929 necroptosis	FXIIa inh
CCS(=O)(=O)n1nc(-c2ccccc2)nc1N	21	-5	12	-1	-2	15&3	1.4	-0.1	2
CCOC(=O)c1sc(NC(=O)CSc2nc(C)cc(C(F)(F)F)n2)c(C#N)c1C	48	-2	10	-7	-1	8	-0.6	0.8	10
Cc1ccc(S(=O)(=O)NNC(=S)Nc2ccc(Cl)cc2)cc1	16	0	9	-8	-3	11	4.3	0.2	5
CC(=O)Nc1ccccc1C(=O)N1CCN(Cc2ccccc2)CC1	17	0	nt	4	2	11	-0.2	4.8	12
O=C(N/N=C/c1ccc[nH]1)c1cc(-c2cccs2)nc2ccccc12	7	-5	-8	-31	3	6	1.3	0.1	-3
Cc1nc2ccc(NC(=O)c3ccc(Cl)c(S(=O)(=O)N(C)c4ccccc4)c3)cc2s1	55	-1	3	4	-1	13	-12	0.9	3
CCOC(=O)CSc1nc(-c2ccccn2)ncc1OC	-39	-6	13	16	-4	2	0.1	-0.1	2
COc1ccc(OC)c(CNCCNC(=O)c2ccco2)c1	6	12	8	2	-2	17&3	1.1	0.1	22
O=C(CN(Cc1cccs1)C(=O)CNS(=O)(=O)c1ccccc1)NCc1ccco1	-7	-12	0	2	-2	8&16	-1.1	-0.1	-2
CCOc1cc(C(=O)Nc2nnc(CC)s2)ccc1OCC(=O)N1CCOCC1	3	4	12	-7	6	12	-1.7	0.0	2
O=C(Cc1ccccc1)N1N=C(c2ccncc2)CC1(O)C(F)(F)F (stereo not given)	4	0	10	10	-2	8	-1.2	-1.4	13
CCS(=O)(=O)c1ccc2oc(SCC(=O)Nc3ccc(OC)cc3)nc2c1	-7	1	13	0	-1	-3	0.3	4.3	4
N/C(COc1cccc(C(F)(F)F)c1)=N\NC(=O)c1cccnc1Oc1ccccc1	26	-6	4	3	-2	13	-1.6	0.6	8
CCOC(=O)C1=C(c2ccccc2)O/C(=C(\C(=O)OC)C(F)(F)F)S1	48	-13	15	-3	1	12	-0.3	0.6	18
CC(C)(C)C(=O)Nc1c(Cl)cccc1OC(F)(F)F	22	-4	10	-11	1	11	0.7	0.4	5
Cc1cc(-c2nnc(CCC(=O)NC(c3ccccc3)c3ccccc3)o2)no1	-2	1	-1	-8	-1	3	-1.4	0.7	5
CNc1ccccc1C(=O)OC	-24	2	6	-9	nt	14	-1.2	0.3	5
Cc1c(OCC(=O)OC(C)C)ccc2c3c(c(=O)oc12)CCC3	25	3	41	3	3	11	-1.5	-0.5	6
CCOC(=O)c1ccc(NC(=O)N2CCN(c3ccccn3)CC2)cc1	13	2	4	1	0	6	-1.5	0.1	18
Cc1ccc(N2C(=O)c3ccccc3C2C(=O)c2ccc(C)c(C)c2O)cc1 (stereo not given)	-5	7	12	-7	-1	14	1.0	1.2	8
Cc1nn(Cc2ccc(C(=O)n3cccn3)o2)c(C)c1Br	31	8	11	5	0	14	-0.9	0.8	19
O=C(CNC(c1ccccc1)c1ccccc1)Nc1c(F)cccc1F	38	-4	12	3	0	5	0.8	0.4	2
O=C(CCn1c(=O)oc2ccccc21)Nc1ccon1	-7	5	5	5	2	2	-0.2	1.1	16
COc1ccc(/C=N/NC(=S)Nc2cc(C(F)(F)F)ccc2Cl)cc1	-1	13	9	-12	-2	3	-3.1	-0.7	8
CC(C)COC(=O)Nc1nnc(SCCOc2ccccc2)s1	37	19	16	-2	-2	1	-1.2	0.4	11

Next part:
SMILES	CHOP inhibitor	FXIa inh 1536	PPC-1+TRAIL kill	Tb hexokinase	Wee1 degr inh	PGE2 EP2 inh	TNF necrop inh	L929 necroptosis	FXIIa inh
COC(=O)c1cc(C(=O)c2cc(Br)ccc2O)coc1=N	8	-9	1	-14	2	6	-0.2	-0.1	-3
Cc1ccc(S(=O)(=O)NCC(c2ccccc2)N2CCN(CCC#N)CC2)cc1 (stereo not given)	-28	-1	7	4	0	22	-0.4	-0.9	-5
COc1ccc(/C(C)=N/Nc2ccc(C(=O)O)cc2)cc1OC	-12	6	17	-45	2	-1	1.0	1.3	6
COCCCNC(=O)/C=C/c1ccc(Cl)cc1Cl	3	-15	9	-4	1	7	-4.0	0.4	-12
CN(Cc1c(F)cccc1Cl)C(=O)c1cc2ccccc2o1	20	-4	20	1	-4	3	16	0.5	4
Cc1cc(C)cc(Oc2ccccc2C=O)c1	99*	-5	16	-3	-1	5	-16	0.6	0
CCOC(=O)CCCNC(=O)COC(=O)/C=C/c1ccc2c(c1)OCO2	-4	2	15	-15	-2	11	0.3	-0.2	7
Cc1ccc2sc(NNC(=O)c3cc(=O)c4ccccc4o3)nc2c1C	-3	7	11	-11	1	5	-1.4	0.5	11
O=C(Nc1nnc(-c2cccnc2)o1)c1cccc(Cl)c1	26	-1	23	-19	-2	-1	-0.1	-0.6	3
Cc1c(Cl)cccc1NC(=O)Cn1cc(C(F)(F)F)cc(Cl)c1=O	-9	-2	17	-5	0	3	0.8	-0.1	2
CCOc1ccc(N(CC(=O)NCc2ccc(OC)cc2)S(=O)(=O)c2c(C)noc2C)cc1	40	15	-3	2	-1	6	0.5	1.5	32
CCCCC(=O)NS(=O)(=O)c1ccc(N=NN2CCOCC2)cc1	-6	11	-12	-2	1	8	1.4	-0.5	20
COc1ccc(C2N(c3cc(C)on3)C(=O)C3CCCN32)cc1OC (stereo not given)	16	-2	-1	-5	4	10	-0.1	0.5	-3
Oc1c(C=Nc2cccc3nsnc23)ccc2ccccc12	-8	2	17	-4	-1	8	-5.6	-0.6	14
COc1ccc(CN=C2NC(=O)CC(C(=O)Nc3ccc(F)cc3)S2)cc1 (stereo not given)	35	-8	-3	0	0	7	1.9	0.9	4
O=C(Nc1ccc(N2CCOCC2)c([N+](=O)[O-])c1)c1ccco1	-13	-3	2	6	11*	9	0.3	1.2	-3
CNC(=O)c1csc(Cc2c(Cl)sc3ccc(Cl)cc23)n1	30	3	-18	-5	0	4	-2.4	-0.1	11

Source: PubChem BioAssay (several laboratories)
